Screening data deposited in PubChem by several laboratories.
CTSL1 counter: cathepsin L1 inhibition, PFM18AAP counter-screen. recombinant F. hepatica cathepsin L1, Z-Leu-Arg-MCA fluorescence. inhibition, % at 5.96 µM. 300,000 compounds, 0.49% hits. AID 1906;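 active = inhibition above the mean of all tested compounds plus 3 SD, set per screening campaign, cut at about 17% in these data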;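 note: 0% = plate median of test compound wells and 100% = 1 µM Z-Phe-Ala-diazomethylketone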
PP5 primary: blocks human protein phosphatase 5 activity | purified PP5c, OMFP substrate fluorescence | inhibition, % at 6.7 µM | 320,000 compounds, 0.18% hits | AID 1987;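 active = inhibition above the campaign's mean inhibition across all tested compounds plus 3 SD, cut at about 9.5% in these data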;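 note: 0% = DMSO only and 100% = 100 µM cantharidin control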
GRK2 inh: inhibitors of human GRK2 displacing RNA aptamer | P25098 | inhibition of aptamer binding, % at 10 µM | 330,000 compounds, 0.59% hits | AID 488847 | bead flow cytometry, FAM-aptamer displacement from GRK2;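 active = inhibition of aptamer binding above 40%, roughly 3 SD of noise, on plates passing a quality check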;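 note: median bead fluorescence of bound FAM aptamer so fluorescent compounds give negative values; no value below 0 was filed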
Target sequence (P25098 whole entry, looked up): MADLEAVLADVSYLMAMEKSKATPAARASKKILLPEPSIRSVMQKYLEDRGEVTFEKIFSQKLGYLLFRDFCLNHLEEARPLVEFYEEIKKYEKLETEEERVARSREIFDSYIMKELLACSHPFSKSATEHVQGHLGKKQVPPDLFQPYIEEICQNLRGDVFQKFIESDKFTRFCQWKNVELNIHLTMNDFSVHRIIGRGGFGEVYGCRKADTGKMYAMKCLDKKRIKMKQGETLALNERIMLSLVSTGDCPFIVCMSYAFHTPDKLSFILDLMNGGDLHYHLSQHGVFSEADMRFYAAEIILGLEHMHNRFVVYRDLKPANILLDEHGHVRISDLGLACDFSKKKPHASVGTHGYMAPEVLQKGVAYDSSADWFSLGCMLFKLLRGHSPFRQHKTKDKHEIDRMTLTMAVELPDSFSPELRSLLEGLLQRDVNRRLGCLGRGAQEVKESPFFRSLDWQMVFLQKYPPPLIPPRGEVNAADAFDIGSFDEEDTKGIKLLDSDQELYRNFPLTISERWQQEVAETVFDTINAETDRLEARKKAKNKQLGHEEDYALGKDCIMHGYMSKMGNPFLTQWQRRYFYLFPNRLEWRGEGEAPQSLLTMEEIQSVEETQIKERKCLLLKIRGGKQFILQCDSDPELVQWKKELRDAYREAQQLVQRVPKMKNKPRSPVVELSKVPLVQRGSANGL
VLA-4 inh: inhibition in a human VLA-4 binding assay | inhibition, % (about 7 µM as worked out from the volumes in the protocol) | 330,000 compounds, 0.2% hits | VLA-4 expressing cells, ligand binding flow cytometry | AID 2557; in the data active = inhibition above about 50%
PP1 inh: counter-screen for PP5 inhibitors: inhibitors of human PP1-alpha. P62136. 320,000 compounds, 0.9% hits. purified PP1alpha, OMFP fluorescence. inhibition, % at 6.7 µM;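 active = inhibition above the mean inhibition of all tested compounds plus 3 SD, computed separately for each screening campaign, cut at about 15% in these data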
JMJD2C inh: inhibitors of human GASC-1 (JMJD2C) demethylase. Q9H3R0. GST-JMJD2C(1-420) H3K9me3 demethylation, DELFIA europium. inhibition, % at 2.35 µM. 330,000 compounds, 0.069% hits. AID 2099;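 active = more than half of a compound's replicate wells show inhibition beyond 50%, single wells judged on their own value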;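 note: signal counts dimethyl H3K9 product captured on neutravidin plate; 0% = median of DMSO wells and 100% = 0.3 times that DMSO median; strong numbers were not always called active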
proCasp7 act: activates human procaspase-7, counter-screen for procaspase-3 activators; recombinant procaspase-7, Ac-DEVD-pNA absorbance 405 nm; D23A/D198A/D206A triple mutant, cannot self-cleave; scale: DMSO 0, 5 µM enzyme 100; 330,000 compounds, 0.093% hits; activation, % at 8.5 µM; AID 463210; P55210;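 active = percent activation above the screen-wide mean plus 3 SD, cut at about 25% in these data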
Target sequence (P55210 whole entry D23A/D198A/D206A): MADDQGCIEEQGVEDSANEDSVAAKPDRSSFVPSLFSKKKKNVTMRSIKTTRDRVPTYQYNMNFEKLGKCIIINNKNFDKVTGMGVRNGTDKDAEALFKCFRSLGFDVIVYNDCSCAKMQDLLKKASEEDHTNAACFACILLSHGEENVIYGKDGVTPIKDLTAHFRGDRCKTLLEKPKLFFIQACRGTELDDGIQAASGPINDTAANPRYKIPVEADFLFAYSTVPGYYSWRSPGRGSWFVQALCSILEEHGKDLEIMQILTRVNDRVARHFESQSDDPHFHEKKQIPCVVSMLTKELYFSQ
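Material: Procaspase-7 triple mutant (PC-7 D3A) | Quantity: 2 µM procaspase-7 mutant as dispensed | Reagent: DEVD-pNA substrate | Times: 1 h preincubation, 2 h reaction | Technique: 405 nm absorbance of p-nitroaniline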
HCV core dimer: HCV core protein dimerization inhibition. inhibition, % at 5 µM. TR-FRET GST/Flag-core106 dimerization, 1536-well. 300,000 compounds, 0.33% hits;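 active = inhibition above the mean of all tested compounds plus 3 SD, set per screening campaign, cut at about 45% in these data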
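Material: GST/Flag-tagged HCV core106 proteins. Incubation: 4 h, 22.5 °C incubation. Read-out basis: inhibition (%) from 671 over 617 nm ratio. Measured by: TR-FRET, excitation 340 nm, emission 617 and 671 nm.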
proCasp3 act: activators of human procaspase-3; P42574; recombinant procaspase-3 D3A, Ac-DEVD-pNA absorbance 405 nm; activation, % at 8.5 µM; 330,000 compounds, 0.11% hits;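 active = activation above the mean of all tested compounds plus 3 SD, cut at about 21% in these data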;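 note: 0% = DMSO alone and 100% = DMSO wells spiked with extra 5 µM PC-3 D3A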
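Evaluation: percent activation relative to control range; Material: Procaspase-3 D3A mutant, all three cleavage aspartates alanine; Compound: single dose, 8.5 µM nominal compound, 0.8% DMSO; Replication: one well per compound; Signal: absorbance at 405 nm, 0 and 120 min; Schedule: 1 h preincubation plus 2 h reaction at 25 °C.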
* hit, by the source's call; nt = not tested or not shown; & = joins results of further samples.

molecule	HCV core dimer	PP1 inh	GRK2 inh	proCasp7 act	PP5 primary	VLA-4 inh	CTSL1 counter	proCasp3 act	JMJD2C inh
COc1ccc(CCC(=O)NCC23CC4CC(CC(C4)C2)C3)cc1	4	-3	2	-4	-0.8	4	-1	-5	8
COc1ccc(O)c(C(=O)c2cnc3onc(C(C)C)c3c2)c1	-2	2	0	2	-0.2	-18	1	-5	-8
Cc1nc(SCC(N)=O)c([N+](=O)[O-])[nH]1	5	-4	1	9	-1.2	-2	3	-5	5
COC(=O)CCCNc1ncccc1[N+](=O)[O-]	1	-2	4	-11	1.3	2	0	-50	9
COc1ccc(-c2nc3c(-c4ccc(F)cc4)cnn3cc2C)cc1F	-1	-3	1	-1	-0.9	13	-6	3	-19
CC(=O)OC1c2ccccc2C(=O)N1Cc1ccccc1Cl (stereo not drawn)	11	-1	0	4	-0.3	0	3	5	-14
Cc1ccc(CNC(=O)Cc2ccc(-c3ccccc3)cc2)cc1	4	3	0	8	-0.6	4	1	6	36
O=C(CSc1nnc(CNC(=O)c2c(F)cccc2Cl)o1)NCc1ccc2c(c1)OCO2	-8	0	1	8	1.5	3	-6	-8	-4
Cc1cc(C)c(C(=O)CN2C(=O)NC3(CCCCC3)C2=O)cc1C	2	0	0	1	0.1	-2	-1	8	3
Cc1nc2ncnn2c(C)c1CCC(=O)Nc1ccc(S(=O)(=O)N2CCCCCC2)cc1	1	-5	5	-12	3.1	2	-6	-6	-19
Cc1ccc(S(=O)(=O)N(CC(=O)N2CCN(c3ccc(F)cc3)CC2)C2CCCCC2)cc1	8	0	0	-3	10*	-4	-1	2	2
CC(O)CNCCNCc1cccs1 (stereo not drawn)	1	-3	1	3	-1.6	0	3	7	13
CCOC(=O)c1c(C)oc2ccc(OC(=O)c3cccs3)cc12	4	0	0	8	2.5	6	-1	-1	-1
O=C(c1cccnc1)N1CCN(c2ccc(Cl)cc2)CC1	-10	-1	2	-10	1.8	9	-9	3	-3
COC(=O)c1ccc(N2CCN(S(=O)(=O)c3ccccc3)CC2)c([N+](=O)[O-])c1	5	0	1	9	3.4	5	7	2	-8
CC(C)(C)n1nnnc1SCC(=O)Nc1nn(-c2ccccc2)nc1C(N)=O	2	-2	0	-6	1.4	0	0	3	0
Cc1cc(NS(=O)(=O)Cc2ccccc2)cc(C)c1OCC(=O)N1CCOCC1	2	-4	0	9	-0.8	-3	0	-7	-11&-1
CC1CCCN(Cc2nc3c(c(=O)n(C)c(=O)n3C)n2CC(=O)c2ccccc2)C1 (stereo not drawn)	-8	2	0	7	0.1	5	-1	-3	26
CN1CCN(c2ccccc2/C=N/NC(=O)c2cccnc2)CC1	-2	-4	4	-1	1.1	-2	-2	6	-10
O=C(Nc1c(C(=O)N2CCCC2)cnn1-c1ccccc1)c1cccc(F)c1	1	-1	2	-1	-3.4	4	2	-6	-7
COc1ccc(-c2nc3ccc([N+](=O)[O-])cc3o2)cc1	3	-4	0	5	-1.2	0	-1	0	7
COc1cc2cnc(-c3ccccc3)c(-c3cccc(C(F)(F)F)c3)c2cc1OC	nt	2	0	-2	3.5	3	nt	3	-4
O=C(NCCc1ccc2c(c1)OCCO2)c1ccc([N+](=O)[O-])cc1Cl	3	-4	0	8	0.3	33	-1	10	-9
CCOC(=O)CSc1nc(N)cc(=O)[nH]1	0	1	1	1	2.9	7	2	-9	13
COc1cc(OC)c(NC(=O)C2CCN(S(=O)(=O)c3ccc4c(c3)CC(C)N4C(C)=O)CC2)cc1Cl (stereo not drawn)	2	1	0	-4	3.3	-106	-2	1	-11
CC1CCN(C(=S)NC(=O)C2CCCCC2)CC1	-1	-1	3	-3	-0.6	-16	3	-1	1
O=C(OCc1c(F)cccc1Cl)c1cnc(Cl)c(Cl)c1	2	2	0	8	2.7	8	0	5	-4
CCCN(CCC)C(=O)c1cc(-c2ccc3c(c2)OCO3)nc2ccccc12	56*	7	1	3	5.8	15	4	9	-31
CCN(C(=O)CSc1nnc(-c2ccc(F)cc2)n1C)C1CCS(=O)(=O)C1 (stereo not drawn)	nt	nt	0	-5	nt	1	nt	-1	5
C=CCNc1oc(-c2ccc(OCC)cc2)nc1C#N	0	2	0	5	3.0	18	-3	-10	-2

Sorted by count of non-hydrogen atoms (lowest first): part of the list above
molecule	HCV core dimer	PP1 inh	GRK2 inh	proCasp7 act	PP5 primary	VLA-4 inh	CTSL1 counter	proCasp3 act	JMJD2C inh
CCOC(=O)CSc1nc(N)cc(=O)[nH]1	0	1	1	1	2.9	7	2	-9	13
CC1CCN(C(=S)NC(=O)C2CCCCC2)CC1	-1	-1	3	-3	-0.6	-16	3	-1	1
COc1ccc(-c2nc3ccc([N+](=O)[O-])cc3o2)cc1	3	-4	0	5	-1.2	0	-1	0	7
CN1CCN(c2ccccc2/C=N/NC(=O)c2cccnc2)CC1	-2	-4	4	-1	1.1	-2	-2	6	-10
O=C(NCCc1ccc2c(c1)OCCO2)c1ccc([N+](=O)[O-])cc1Cl	3	-4	0	8	0.3	33	-1	10	-9
CCN(C(=O)CSc1nnc(-c2ccc(F)cc2)n1C)C1CCS(=O)(=O)C1 (stereo not drawn)	nt	nt	0	-5	nt	1	nt	-1	5
CCCN(CCC)C(=O)c1cc(-c2ccc3c(c2)OCO3)nc2ccccc12	56*	7	1	3	5.8	15	4	9	-31
Cc1cc(NS(=O)(=O)Cc2ccccc2)cc(C)c1OCC(=O)N1CCOCC1	2	-4	0	9	-0.8	-3	0	-7	-11&-1
CC1CCCN(Cc2nc3c(c(=O)n(C)c(=O)n3C)n2CC(=O)c2ccccc2)C1 (stereo not drawn)	-8	2	0	7	0.1	5	-1	-3	26
COc1cc(OC)c(NC(=O)C2CCN(S(=O)(=O)c3ccc4c(c3)CC(C)N4C(C)=O)CC2)cc1Cl (stereo not drawn)	2	1	0	-4	3.3	-106	-2	1	-11

Next records.
molecule	HCV core dimer	PP1 inh	GRK2 inh	proCasp7 act	PP5 primary	VLA-4 inh	CTSL1 counter	proCasp3 act	JMJD2C inh
COc1ccccc1N1CCN(C(=O)C2CCN(S(=O)(=O)c3ccc4c(c3)CC(C)N4C(C)=O)CC2)CC1 (stereo not drawn)	-13	-3	0	-4	-0.3	19	6	8	65
CCc1ccc2[nH]c(C)c(CN3CCCCCC3)c(=O)c2c1	2	-1	6	3	-1.1	25	2	3	11
CC(C)CC1c2[nH]c3ccccc3c2CCN1CCCn1cccn1 (stereo not drawn)	-5	0	5	3	1.8	-5	0	-3	-2
CCc1ccc2oc(C(=O)Nc3ccc(S(N)(=O)=O)cc3)c(C)c2c1	9	4	3	0	0.3	3	-3	-3	2
Nc1cc(N)nc(SCC(=O)Nc2ccc(Br)cc2Cl)n1	-9	-2	1	0	0.3	0	-5	6	17
O=C(Oc1ccc2ccccc2c1Cl)N1CCCC1	3	-4	2	-3	-1.4	-4	-2	3	0
C[C@H]1NC(=O)[C@@]2(C)[C@@H](c3ccccc3)[C@H]3COc4ccccc4[C@H]3N2C1=O	nt	1	0	-1	-1.2	5	nt	-2	10
COc1cccc(-c2cc(C(=O)Nc3cccnc3Cl)no2)c1	29	4	1	11	1.2	5	0	-7	1
O=C(COc1cccc2ccccc12)NNC(=O)[C@@H]1CCCC[C@@H]1C(=O)O	2	0	4	-1	0.1	7	-2	2	-5
Cc1cccc(-n2cnc(C(=O)O)c2)n1	-1	-4	0	9	-2.1	10	-2	3	2
COc1ccc(-c2cc(=O)oc3c(O)c(O)ccc23)cc1	-3	4	3	-15	-0.3	11	2	-7	-29
CN(C)C(=O)CSc1nnc(Cc2ccccc2)n1Cc1ccco1	3	0	0	6	3.5	19	0	3	-11
OC1CCCN(Cc2cn(Cc3ccccc3)nc2-c2cc3ccccc3o2)C1 (stereo not drawn)	-73	0	0	1	1.8	35	0	5	8
Cc1ccccc1NC(=O)c1cccc(S(C)(=O)=O)c1	0	0	2	15	2.1	5	-1	2	0
Cc1ccc(S(=O)(=O)n2nc(-c3ccco3)nc2SCc2ccccc2)cc1	2	2	0	5	2.2	-3	-4	-9	-3
Cc1c(Cl)cnc(NC(=O)COC(=O)c2cccc(S(=O)(=O)N3c4ccccc4CC3C)c2)c1Cl (stereo not drawn)	25	14	5	15	2.5	0	1	-1	-1
CC1CCCC(C)N1C(=C(Cl)Cl)C(=C1SCCS1)[N+](=O)[O-] (stereo not drawn)	3	2	1	3	1.0	4	0	-6	-3
CC1CCCC(C)N1NC(=S)Nc1ccc(OC(F)F)cc1 (stereo not drawn)	4	3	5	-3	4.6	3	0	1	-22
O=C(C1CCN(c2nnc(N3CCCC3=O)s2)CC1)N1CCN(c2cccc(C(F)(F)F)c2)CC1	0	-2	2	-8	-1.2	7	4	-3	-11
C/C(=N\Nc1cc(C)nc(-c2ccccc2)n1)c1cccc([N+](=O)[O-])c1	6	0	0	5	0.5	11	1	7	8
CCOc1ccccc1-n1c(=S)sc2c(=O)n(-c3ccccc3)c(=S)[nH]c21	-1	1	2	-8	2.6	-3	2	-1	-6
COCCn1c(SCC(=O)NC2CCCCC2)nc2c(c1=O)SCC2	-12	-2	9	-16	4.1	8	-3	2	-9
Cc1ccc(S(=O)(=O)N(CCC(=O)Nc2ccc(OC(F)(F)F)cc2)c2ccccc2)cc1	5	4	0	-4	7.2	30	1	7	2
Cc1ccc(S(=O)(=O)N2CCN(C(=O)c3ccc(N4CCCC4)c([N+](=O)[O-])c3)CC2)cc1	12	1	10	8	2.2	15	2	4	-6
CC(C)(C)c1nc2ccc([N+](=O)[O-])cc2[nH]1	-4	3	0	8	4.1	1	1	-1	-8
NNc1nc(Nc2ccccc2)nc(N2CCCCC2)n1	1	10	0	1	3.9	10	1	3	0
O=c1[nH]c(=O)n(Cc2ccco2)c2c1C(C(F)(F)F)(C(F)(F)F)N=C(CCc1ccccc1)N2	5	4	0	6	1.1	6	2	-9	6
CC(C)O/N=C1\C(=O)N(c2ccccc2)c2ccccc21	7	0	1	8	4.7	17	-2	-3	-35

Random draw from the library; any-hit rate near 2.6%.
